CRFR2-BP antag: CRF-BP/CRF-R2 complex antagonism. AID 588475. hit rate 0.59% among 350,000. inhibition, % at 11.8 µM. HEK293 CRF-R2/CRF-BP, CRF-induced calcium fluorescence;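 active = inhibition of the ligand-induced calcium signal above about 50% at the single tested concentration, limit read from the data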
CHRM4 agonist: CHRM4 agonism in calcium assay; CHO-K1 hM4/Gqi5, Fluo-8 calcium fluorescence; vehicle 0%, full acetylcholine response 100%; activation, % at 3 µM; hit rate 0.14% among 360,000;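 active = activation above the run mean over all test wells plus 3 SD, cut at about 32% in these data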;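 note: peak over basal fluorescence ratio per well then scaled between controls; 0% = DMSO wells and 100% = acetylcholine at EC100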
Target sequence (P08173 whole entry, looked up): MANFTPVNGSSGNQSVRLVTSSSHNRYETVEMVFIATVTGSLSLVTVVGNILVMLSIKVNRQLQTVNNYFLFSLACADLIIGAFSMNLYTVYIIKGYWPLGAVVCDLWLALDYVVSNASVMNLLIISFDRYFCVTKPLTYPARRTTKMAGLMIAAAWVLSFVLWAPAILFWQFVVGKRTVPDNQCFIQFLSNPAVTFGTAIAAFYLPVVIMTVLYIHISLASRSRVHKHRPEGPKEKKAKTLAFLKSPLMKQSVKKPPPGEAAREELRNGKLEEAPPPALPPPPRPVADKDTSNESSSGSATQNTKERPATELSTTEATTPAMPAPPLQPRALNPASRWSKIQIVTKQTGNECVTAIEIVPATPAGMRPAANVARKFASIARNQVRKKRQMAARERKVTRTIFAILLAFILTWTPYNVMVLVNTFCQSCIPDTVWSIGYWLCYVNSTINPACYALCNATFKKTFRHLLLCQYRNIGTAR
M4 PAM: CHRM4 positive allosteric modulation; P08173; CHO-K1 hM4/Gqi5, Fluo-8 calcium fluorescence, ACh EC20; 0% = ACh EC20, 100% = maximal ACh; activation, % at 3 µM; hit rate 0.4% among 360,000; AID 624126;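 active = activation above its plate's cutoff, the mean activation of sample wells plus 3 SD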; note: some results filed as inactive read as strong as hits
M5 ag: CHRM5 agonism in calcium assay; CHO-K1 hM5 cells, Fluo-8 calcium fluorescence; 0% DMSO wells, 100% maximal acetylcholine response; activation, % at 3 µM; hit rate 0.19% among 360,000;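 active = activation above the run's mean over test compounds plus 3 SD, cut at about 23% in these data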;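 note: signal is peak over basal fluorescence ratio across the kinetic read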
M1 PAM: positive allosteric modulators of human M1 muscarinic receptor; CHO-K1 hM1, Fluo-8 calcium fluorescence, ACh EC20; 0% = ACh EC20, 100% = maximal ACh; activation, % at 3 µM; hit rate 0.088% among 360,000; in the data active = activation above about 19%, passing the limit was not always enough
Target sequence (P11229 whole entry, looked up): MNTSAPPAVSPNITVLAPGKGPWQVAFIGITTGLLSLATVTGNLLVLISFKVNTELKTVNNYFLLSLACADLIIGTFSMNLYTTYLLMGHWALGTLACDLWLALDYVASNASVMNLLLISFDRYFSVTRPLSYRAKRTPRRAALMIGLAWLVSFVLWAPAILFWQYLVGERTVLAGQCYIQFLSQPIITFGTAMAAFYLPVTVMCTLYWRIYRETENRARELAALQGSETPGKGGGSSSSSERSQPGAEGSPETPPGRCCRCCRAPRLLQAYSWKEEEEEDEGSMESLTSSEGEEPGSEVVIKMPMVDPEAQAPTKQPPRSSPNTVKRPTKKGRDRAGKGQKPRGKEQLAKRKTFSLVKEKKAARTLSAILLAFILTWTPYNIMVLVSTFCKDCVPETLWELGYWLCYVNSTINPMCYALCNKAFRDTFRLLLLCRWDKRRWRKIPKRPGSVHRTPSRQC
M5 antag: blocks acetylcholine activation of human M5 receptor; P08912; AID 624040; hit rate 0.59% among 360,000; CHO-hM5 cells, Fluo-8 calcium fluorescence, ACh EC80; inhibition, % at 3 µM;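 active = inhibition above a per-plate cutoff, the mean of that plate's test compounds plus 3 SD, cut at about 27% in these data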;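 note: 0% = acetylcholine EC80 with DMSO and 100% = DMSO without agonist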
CHRM5 PAM: potentiates acetylcholine response at human M5 receptor; P08912; CHO-K1 hM5, Fluo-8 calcium, ACh EC20 PAM; 0% = ACh EC20, 100% = ACh EC100; activation, % at 3 µM; hit rate 0.3% among 360,000;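 active = activation above the run cutoff, the mean activation of all test compounds plus 3 SD, cut at about 18% in these data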
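Test system: CHO-K1 hM5 cells / Doses: single-point, 3 µM nominal / Times: Post-acetylcholine fluorescence recording 140 s / Technique: Fluo-8 calcium fluorescence / Measure: Max/basal fluorescence ratio as % of EC20–EC100 ACh window / Benchmarks: low control EC20 acetylcholine (0%), high control EC100 acetylcholine (100%) / Replicates: one well per compound, no replicates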
CRFR2-BP ag: CRF-BP/CRF-R2 complex agonism; HEK293 CRF-R2/CRF-BP, calcium dye fluorescence (FLIPR); percent of saturating CRF peptide response; activation, % at 13.2 µM; hit rate 0.46% among 350,000;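 active = activation of at least 50%, plus an integration ratio under a set limit after plate pattern correction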;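 note: plate controls were neutral control wells without compound for no effect and CRF at EC100 for full effect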
CHRM4 antagonist: CHRM4 antagonism in calcium assay | hit rate 0.73% among 360,000 | AID 624125 | inhibition, % at 3 µM | P08173 | CHO-hM4 cells, ACh EC80, Fluo-8 calcium fluorescence;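 active = inhibition above its plate's cutoff, the mean inhibition of sample wells plus 3 SD, cut at about 27% in these data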;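 note: 0% = acetylcholine EC80 with DMSO and 100% = DMSO without agonist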
Active calls of the source: *; . = no result given; & = joins results of further samples.

cpd | SMILES | CRFR2-BP antag | CHRM4 agonist | M4 PAM | M5 ag | M1 PAM
1 | CCOC(=O)C1=CCN(S(=O)(=O)c2ccc(F)cc2)C1c1ccccc1 (configuration not stated) | . | 14 | -9 | -2 | -5
2 | CN(C)S(=O)(=O)c1ccc(C(=O)Oc2cc(=O)[nH]c3ccccc23)cc1 | 9 | 1 | 4 | -6 | 6
3 | CCOCCCn1c(=S)[nH]c2cc(C(=O)N3CCC(C(N)=O)(N4CCCCC4)CC3)ccc2c1=O | -2 | 1 | -1 | 4 | 6
4 | c1ccc(C2NCCc3ccccc32)cc1 (configuration not stated) | -3 | 2 | 0 | -2 | 13
5 | COc1ccc(OC)c(C(c2nnnn2CCc2ccccc2)N2CCC(C(N)=O)CC2)c1 (configuration not stated) | -14 | 1 | 3 | -3 | 7
6 | Cc1cccc(NC(=O)CCC(=O)N/N=C/c2ccc(O)cc2O)c1 | 37 | 1 | 2 | -2 | 9
7 | CC(NC(=O)CN1C(=O)NC2(CCCC2)C1=O)c1ccc2ccccc2c1 (configuration not stated) | 2 | 1 | 10 | 3 | 13
8 | Cn1c(=O)c2c(nc(Br)n2C/C=N/NC(N)=S)n(C)c1=O | -13 | 1 | -4 | 1 | 21

cpd | M5 antag | CHRM5 PAM | CRFR2-BP ag | CHRM4 antagonist
1 | 5 | -10 | . | -10
2 | -8 | -3 | -0.4 | -15
3 | 5 | 5 | -0.7 | 1
4 | -1 | 6 | 3.3 | -5
5 | -3 | 0 | -0.5 | 4
6 | 7 | -3 | 0.5 | 2
7 | -1 | 4 | -0.9 | -1
8 | -3 | 10 | 1.4 | -4

(next part)
cpd | SMILES | CRFR2-BP antag | CHRM4 agonist | M4 PAM | M5 ag | M1 PAM
9 | CCCCNC(C(=O)Nc1ccc(Cl)c([N+](=O)[O-])c1)c1ccccc1 (configuration not stated) | -41 | 2 | -9 | -3 | 2
10 | O=S(=O)(Nc1cccc(-n2cnnn2)c1)c1ccc(Cl)cc1 | 3 | 4 | -1 | 1 | -8
11 | O=C(COc1ccc2ccccc2c1)N/N=C/C1CC=CCC1 (configuration not stated) | -16 | 3 | -8 | 1 | -2
12 | CSc1ccc(Cl)c(C(=O)NNC(=O)c2cccs2)c1 | -10 | 0 | -3 | 0 | 0
13 | CCCn1c(N)c(N(CCOC)C(=O)CSCC(=O)Nc2ccc(OC)cc2)c(=O)[nH]c1=O | 5 | 2 | 3 | 3 | 10
14 | Cc1cccc(C)c1NC(=O)N1CCCCCCC1 | 10 | 1 | 0 | -6 | -2
15 | CCOc1ccc(S(=O)(=O)N2CCCC(C(=O)NCc3cccnc3)C2)cc1C (configuration not stated) | -9 | 4 | 1 | -1 | -7
16 | Cc1ccc(-c2noc(CSc3nnc(-c4ccccc4)n3C)n2)cc1 | 4 | 3 | 4 | 1 | 2

cpd | M5 antag | CHRM5 PAM | CRFR2-BP ag | CHRM4 antagonist
9 | 8 | -8 | 0.3 | 0
10 | 8 | -6 | 0.2 | 4
11 | 8 | -9 | -1.2 | 20
12 | 19 | 0 | -1.9 | 4
13 | 0 | 1 | 0.7 | -1
14 | 1 | 2 | 0.7 | -4
15 | 8 | -12 | 0.7 | -3
16 | -5 | 4 | 0.8 | -11

(next part)
cpd | SMILES | CRFR2-BP antag | CHRM4 agonist | M4 PAM | M5 ag | M1 PAM
17 | CC1CC1C(=O)NCCc1ccc(Cl)cc1 (configuration not stated) | 7 | 0 | 4 | -5 | 8
18 | CC1CC(C)CN(S(=O)(=O)c2ccc3c(c2)CC(=O)N3)C1 (configuration not stated) | -9 | 1 | 10 | 2 | 12
19 | Cc1ccc(C(=O)ON=C2CCN(S(=O)(=O)c3ccccc3)CC2)cc1 | 6 | 0 | -3 | -6 | 2
20 | Cc1ccn2c(=O)nc(SCC(=O)N3CCCCC3)nc2c1 | 1 | 0 | 1 | -3 | 9
21 | Cc1nn2c(N3CCOCC3)cc(C(C)(C)C)nc2c1-c1ccc(Cl)cc1 | -17 | 0 | -2 | 0 | 7
22 | COc1ccc(C(=O)CN2CCN(CCN3C(=O)c4cccc5cccc(c45)C3=O)CC2)cc1 | 22 | 2 | -21 | -2 | -8
23 | Cc1noc(C)c1C(=O)N1CCC1(C)C(=O)NS(=O)(=O)c1ccccc1C(F)(F)F (configuration not stated) | . | 0 | 2 | 1 | 5
24 | CCC(C(=O)NC1CCCCC1)N(CC1CCCO1)C(=O)CNS(=O)(=O)c1ccc(OC)cc1 (configuration not stated) | -40 | 0 | 11 | -6 | 5

cpd | M5 antag | CHRM5 PAM | CRFR2-BP ag | CHRM4 antagonist
17 | 2 | 5 | 0.0 | -5
18 | 0 | 2 | 0.9 | -12
19 | -1 | 2 | 0.0 | 1
20 | 3 | 4 | -2.0 | -8
21 | 7 | 3 | 0.7 | -3
22 | 1 | 2 | -7.5 | 4
23 | -2 | 0 | . | 0
24 | -8 | 6 | -2.5 | 2

(cont.)
cpd | SMILES | CRFR2-BP antag | CHRM4 agonist | M4 PAM | M5 ag | M1 PAM
25 | CCC(C)c1ccc(NC(=O)C2=CC=CN3CCS(=O)(=O)N=C23)cc1 (configuration not stated) | -17 | 4 | 5 | 3 | 7
26 | O=C(NC(=S)Nc1ccc([N+](=O)[O-])cc1O)C1CCCCC1 | -7 | 1 | 0 | -3 | 13
27 | Cc1c(CCOC(=O)CC23CC4CC(CC(C)(C4)C2)C3)sc[n+]1Cc1ccc([N+](=O)[O-])cc1 | 22&19 | 0&0 | -11&-18 | -2&-10 | -15&-28
28 | CCN1CCN(c2nc(Nc3ccc(NC(C)=O)cc3)nc(Nc3ccc(NC(C)=O)cc3)n2)CC1 | -8 | 0 | -2 | 0 | 4
29 | NC(=O)c1ccc(NC(=O)CSc2nnc(-c3cccnc3)n2Cc2ccco2)cc1 | 5 | 0 | 13 | -5 | 11
30 | CCOC(=O)Cn1c(=O)c2c(nc(N3CCOCC3)n2C)n(C)c1=O | 16 | 3 | 3 | 4 | 10
31 | NC(=O)C1CCN(c2oc(-c3ccc(F)cc3)nc2S(=O)(=O)c2ccccc2)CC1 | -8 | 1 | 10 | 1 | -1
32 | Cc1cc(F)ccc1-c1cc(C(=O)Nc2ccc(F)cc2)[nH]n1 | . | 8 | 0 | -3 | -8

cpd | M5 antag | CHRM5 PAM | CRFR2-BP ag | CHRM4 antagonist
25 | 13 | -3 | 1.2 | 7
26 | 11 | -6 | -0.9 | 5
27 | 4&2 | -12&-15 | -0.8&11 | 11&15
28 | 8 | -1 | -1.0 | -7
29 | -15 | 6 | 0.8 | -22
30 | -1 | -1 | -2.6 | 1
31 | -2 | 1 | -1.1 | -7
32 | 8 | -6 | . | -2

Additional compounds follow:
cpd | SMILES | CRFR2-BP antag | CHRM4 agonist | M4 PAM | M5 ag | M1 PAM
33 | COc1ccccc1-c1cnc(C(O)c2ccc(Cl)c(Cl)c2)[nH]1 (configuration not stated) | . | 5 | -5 | 3 | -3
34 | CCOC(=O)C(=O)Nc1ccc(Oc2ccccc2)cc1 | 36 | 9 | -7 | -3 | -4
35 | COCC(=O)N1CCc2ccc(NC(=O)c3ccc(C(F)(F)F)cc3)cc2C1 | 15 | 4 | 1 | 0 | 11
36 | Cn1c(=O)c2cc(NC(=O)CCc3cccc(Cl)c3)ccc2n1Cc1cccc(C(F)(F)F)c1 | . | 2 | 3 | 0 | -5
37 | NC(=O)CSc1nnc(-c2ccccn2)n1N | 12 | 1 | -7 | -4 | 5
38 | CCOc1ccccc1N(CC(=O)NCCSCc1ccco1)S(=O)(=O)c1ccccc1 | 21 | 13 | -14 | -1 | -10
39 | COc1ccc(NC(=O)Nc2ccc3c(c2)C(=O)N([C@H](C)CO)C[C@@H](C)[C@@H](CN(C)C(=O)C2CCCCC2)OCCCC[C@H](C)O3)cc1 | 0 | 0 | -4 | 1 | -6
40 | CCc1nnc(NS(=O)(=O)c2ccc(NC(=S)NC(=O)/C=C/c3ccc(C(C)C)cc3)cc2)s1 | 18 | -1 | -13 | -7 | -6

cpd | M5 antag | CHRM5 PAM | CRFR2-BP ag | CHRM4 antagonist
33 | 2 | 1 | . | 5
34 | 4 | -8 | -1.1 | -1
35 | -1 | 6 | -1.2 | -15
36 | 0 | 0 | . | -17
37 | 7 | 3 | -0.4 | -17
38 | 18 | -14 | 0.1 | 2
39 | 9 | -2 | 3.3 | 6
40 | 12 | -21 | 14 | 27*

More records follow.
cpd | SMILES | CRFR2-BP antag | CHRM4 agonist | M4 PAM | M5 ag | M1 PAM
41 | CCCNC(=O)C1CC(=O)N(c2ccc(OCC(=O)Nc3cccc(C)c3C)cc2)C1 (configuration not stated) | 16 | -2 | 3 | 4 | 14
42 | O=C(Cn1c2ccccc2c2nc3n(c(=O)c21)CCCS3)Nc1ccccc1 | 8 | 2 | 3 | -4 | 5
43 | Nc1ccccc1-c1nnn(CC(=O)N2CCCc3ccccc32)n1 | -3 | 9 | 4 | 0 | 2
44 | Cc1ccc(SCCN2CCN(Cc3ccccc3)CC2)cc1 | -13 | 0 | -5 | -17 | -1
45 | C=C1CCN([C@@H](CC(C)C)C(=O)NCCCc2ccccc2)S(=O)(=O)c2ccccc21 | 2 | 4 | -4 | -4 | -18
46 | CCN(CC)C(=O)[C@H]1C[C@H](CC(=O)NC/C=C(\C)CCC=C(C)C)C(=O)N2CCc3c([nH]c4cc(-c5ccco5)ccc34)[C@]12C | 20 | -1 | -4 | 0 | 10
47 | COc1ccc(C2=NN(c3ccccc3)C(=O)/C2=C\c2ccc(O)c(OC)c2)cc1 | 37 | 9 | 1 | 9 | 3
48 | O=C(c1cc([N+](=O)[O-])ccc1Cl)N1CCN(Cc2ccccc2)CC1 | 0 | 0 | 2 | 1 | 0
49 | O=C(Nc1ccccc1Sc1ccccc1)c1ccc(F)cc1 | -5 | -2 | -6 | -2 | 4
50 | COc1cc(C(O)c2nc(-c3ccc(N(C)C)cc3)cs2)ccc1F (configuration not stated) | . | 41* | -12 | 8 | -20

cpd | M5 antag | CHRM5 PAM | CRFR2-BP ag | CHRM4 antagonist
41 | 7 | 0 | -5.6 | -6
42 | 5 | -2 | -0.4 | -9
43 | 1 | -1 | -1.3 | -23
44 | 7 | -3 | -0.4 | -1
45 | 13 | -4 | 2.8 | 1
46 | 3 | 2 | 3.1 | 1
47 | -2 | -2 | -0.3 | -10
48 | -3 | 1 | -0.1 | -5
49 | -6 | -6 | 1.8 | 0
50 | 5 | -11 | . | 9

Compounds listed so far that have an aryl thioether with sulfur outside any ring:
cpd | SMILES | CRFR2-BP antag | CHRM4 agonist | M4 PAM | M5 ag | M1 PAM
12 | CSc1ccc(Cl)c(C(=O)NNC(=O)c2cccs2)c1 | -10 | 0 | -3 | 0 | 0
16 | Cc1ccc(-c2noc(CSc3nnc(-c4ccccc4)n3C)n2)cc1 | 4 | 3 | 4 | 1 | 2
20 | Cc1ccn2c(=O)nc(SCC(=O)N3CCCCC3)nc2c1 | 1 | 0 | 1 | -3 | 9
29 | NC(=O)c1ccc(NC(=O)CSc2nnc(-c3cccnc3)n2Cc2ccco2)cc1 | 5 | 0 | 13 | -5 | 11
37 | NC(=O)CSc1nnc(-c2ccccn2)n1N | 12 | 1 | -7 | -4 | 5
44 | Cc1ccc(SCCN2CCN(Cc3ccccc3)CC2)cc1 | -13 | 0 | -5 | -17 | -1
49 | O=C(Nc1ccccc1Sc1ccccc1)c1ccc(F)cc1 | -5 | -2 | -6 | -2 | 4

cpd | M5 antag | CHRM5 PAM | CRFR2-BP ag | CHRM4 antagonist
12 | 19 | 0 | -1.9 | 4
16 | -5 | 4 | 0.8 | -11
20 | 3 | 4 | -2.0 | -8
29 | -15 | 6 | 0.8 | -22
37 | 7 | 3 | -0.4 | -17
44 | 7 | -3 | -0.4 | -1
49 | -6 | -6 | 1.8 | 0
